Myeloid diff 2 – induction of myeloid progenitor differentiation, primary screen, cell-based, flow cytometry, MLPCN library. 1% of 360,000 active. ER-HoxA9 myeloid progenitors, lysozyme-GFP differentiation. calls only at 10 µM. AID 624256, 2012;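 active means normalized GFP-positive differentiation at or above the plate's own cutoff, the solvent-only control mean plus 3 SD; inconclusive means no clear call, values can overlap the other calls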;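 further: cells exposed to compound for four days before flow analysis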
NOD1 inhibition – NOD1 signaling inhibitors, primary screen, cell-based, luminescence, uHTS (AID 1578) | NOD1-driven NF-kB luciferase reporter cells, luminescence; higher % means a stronger effect | 1% of 290,000 active | inhibition, % at 4 µM, or EC50 in µM where a hit was titrated; in the data active means inhibition mostly above about 36%, no sharp cut-off; inactive means mostly below about 34%;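 further: HEK-293T reporter cells stimulated with the NOD1 agonist gamma-tri-DAP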
LYP phosphatase – inhibitors of LYP phosphatase, biochemical, fluorescence intensity, uHTS (AID 1779). recombinant LYP phosphatase, fluorescence intensity; higher % means a stronger effect. 0.054% of 290,000 active. one-dose inhibition, % at 11.5 µM; IC50 in µM for titrated hits. Tyrosine-protein phosphatase non-receptor type 22 (Homo sapiens);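 further: plate controls were vehicle with enzyme for no effect and no enzyme for full effect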
PhoP inhibition – inhibitors of PhoP regulon expression, primary screen, Salmonella Typhimurium, GFP reporter (AID 1863) | S. Typhimurium PhoP-regulated promoter GFP reporter, 4 h; higher % means a stronger effect | inhibition, % at 50 µM; hits with a dose series show IC50 in µM | 0.16% of 300,000 active;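 active means inhibition over 29.93%, a cutoff 3 SD above the screen mean, later confirmed by dose response; inconclusive means inhibition over 29.93% but no dose response follow-up; inactive means inhibition at most 29.93% or unconfirmed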;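 further: 0% = low Mg2+ inducing control and 100% = high Mg2+ repressing control; strong numbers were not always called active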
HEK293 NOD2/NF-kB – NOD2 signaling inhibitors, cell-based, luminescence, uHTS, HEK293 (AID 1566); HEK293 NOD2/NF-kB luciferase reporter, luminescence; higher % means a stronger effect; inhibition, % at 4 µM; hits with a dose series show EC50 in µM; 0.63% of 290,000 active; further: many of its hits are not listed in these tables
KOR beta-arrestin-1 – KOR antagonists, beta-arrestin recruitment, cell-based, luminescence, uHTS (AID 1778); 0.091% of 290,000 active; KOR beta-arrestin recruitment, luminescence, antagonist mode; higher % means a stronger effect; inhibition, % at 10 µM; hits with a dose series show IC50 in µM; Kappa-type opioid receptor (Homo sapiens); further: strong numbers were not always called active
KOR beta-arrestin-2 – KOR agonists, beta-arrestin recruitment, primary screen, cell-based, luminescence, uHTS (AID 1777). Kappa-type opioid receptor (Homo sapiens). KOR beta-arrestin recruitment, luminescence; higher % means a stronger effect. activation, % at 10 µM, or EC50 in µM where a hit was titrated. 0.02% of 280,000 active; in the data active means activation above about 50%, passing the limit was not always enough; further: a part of the inactive calls stands beside numbers as strong as those of hits
SIAH1 antagonists – Siah-1 peptide-binding antagonists, primary screen, biochemical, fluorescence polarization, rhodamine-plectin, uHTS (AID 1817). E3 ubiquitin-protein ligase SIAH1 (Homo sapiens). Siah-1 / rhodamine-plectin peptide fluorescence polarization; higher % means a stronger effect. displacement, % at 20 µM, or IC50 in µM where a hit was titrated. 0.02% of 290,000 active;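 active means displacement of at least 50% at 20 µM, with a fluorescence ratio check between 0.3 and a set limit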;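 further: plate controls were Siah plus tracer with DMSO for no effect and tracer alone without Siah for full effect; strong numbers were not always called active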
HIV fusion peptide – inhibitors of HIV fusion peptide binding, primary screen, biochemical, uHTS, fluorescence dequenching (AID 1986). cell-free peptide binding, fluorescence dequenching, 30 min; higher % means a stronger effect. 0.3% of 290,000 active. inhibition, % at 20 µM, or IC50 in µM where a hit was titrated; in the data active means inhibition mostly above about 52%, no sharp cut-off; inactive means mostly below about 76%; further: some results filed as inactive read as strong as hits
Myeloid diff 2 GFP+ MAC1+ % – recorded beside Myeloid diff 2, whose call it bears; GFP+ MAC1+ double positive, %; measured here: differentiation confirmed by MAC1 staining
Numbers without * were called inactive; i = inactive; ? = inconclusive; / = no result given; [ ] = dose if it differs, or a comment. Unless noted, no stated cut-off is given here; in the data, active means inhibition above about 50%; inactive means the rest. Not all compounds are listed (hit frequency here may not be typical).

No.	Molecule	Myeloid diff 2	Myeloid diff 2 GFP+ MAC1+ %	NOD1 inhibition	LYP phosphatase	PhoP inhibition
1	CCOc1ccc(C(=O)CCC(=O)Nc2ccccc2C)cc1	i	0.3	-28%	-12%	-6%
2	CC[N+]1(CC(O)COC2CC(C)CC(C)(C)C2)CCOCC1 (stereo not given)	i	0.9	-11%	3%	/
3	CN1CCc2c(sc3nc(SCC(N)=O)n(-c4ccccc4)c(=O)c23)C1	i	1.3	4%	-9%	-6%
4	Cc1ccc(N2C(=O)CC(c3c[nH]c4ccccc34)C2=O)cc1 (stereo not given)	i	0.1	-23%	-4%	7%
5	COc1cc2c(cc1OC)CN(CC(=O)Nc1ccc(S(=O)(=O)N(C)C)cc1)CC2	i	0.4	-25%	-6%	-11%
6	CC(C)c1nc(SCC(=O)Nc2cccc(S(N)(=O)=O)c2)n[nH]1	i	1.0	-1%	-7%	-18%
7	COc1cc(/C=C2\SC(c3ccc(C)cc3)=NC2=O)cc(OC)c1OC	i	0.9	-16%	1%	2%
8	CCOC(=O)c1cnc2sc3c(n2c1=O)CCCC3	i	2.0	18%	-16%	-6%
9	Cc1ccc(S(=O)(=O)NC(=O)COc2ccccc2C)cc1	i	0.4	-33%	-2%	-7%
10	COc1ccc(S(=O)(=O)Nc2ccc3c(c2)OCO3)cc1C	i	0.5	-11%	-2%	-18%
11	CN(C)c1ncc(S(=O)(=O)c2ccc(Cl)cc2)c(-c2ccc(Cl)cc2Cl)n1	i	1.1	17%	-1%	7%
12	CCOc1cccc(/C=N/N2C(=O)CSC2=S)c1O	i	0.6	-24%	-6%	-1%
13	COc1cc2c(c(OCC(=O)NC(C)C)c1)C(=O)O[C@@H](C)CCCC(=O)CCCCC2	i	0.6	-10%	-2%	8%
14	COC(=O)c1ccc(NC(=O)CN2CCN(S(=O)(=O)c3ccc(Br)cc3)CC2)cc1	i	0.6	-2%	-3%	-2%
15	CC(C)Oc1cccc(C(=O)Nc2ccc(N3CCN(S(C)(=O)=O)CC3)cc2)c1	i	0.4	-21%	-2%	4%

No.	HEK293 NOD2/NF-kB	KOR beta-arrestin-1	KOR beta-arrestin-2	SIAH1 antagonists	HIV fusion peptide
1	11%	0%[20 µM]	-7.5%	12%	-1.2%
2	0%	-6%	0.6%	-6%	0.7%
3	9%	-8%	-2.1%	-4%	44%
4	16%	-33%	-0.5%	-5%	-0.8%
5	19%	20%	1.6%	3%	0.4%
6	19%	-10%	-0.7%	-2%	-2.3%
7	1%	-3%	19%	0%	16%
8	20%	-16%	3.8%	1%	0.9%
9	-8%	-31%	2.1%	1%	-1.4%
10	-14%	-13%	-2.2%	-1%	-0.3%
11	9%	2%	-2.2%	4%	-2.2%
12	-8%	-21%	4.6%	-9%	18%
13	4%	25%	-2.5%	2%	12%
14	4%	-11%	1.9%	7%	1.0%
15	-11%	-32%	5.5%	6%	-0.1%

Not a retest: entries from further up.
No.	Molecule	Myeloid diff 2	Myeloid diff 2 GFP+ MAC1+ %	NOD1 inhibition	LYP phosphatase	PhoP inhibition
1	CCOc1ccc(C(=O)CCC(=O)Nc2ccccc2C)cc1	i	0.3	-28%	-12%	-6%
2	CC[N+]1(CC(O)COC2CC(C)CC(C)(C)C2)CCOCC1 (stereo not given)	i	0.9	-11%	3%	/
3	CN1CCc2c(sc3nc(SCC(N)=O)n(-c4ccccc4)c(=O)c23)C1	i	1.3	4%	-9%	-6%
4	Cc1ccc(N2C(=O)CC(c3c[nH]c4ccccc34)C2=O)cc1 (stereo not given)	i	0.1	-23%	-4%	7%
5	COc1cc2c(cc1OC)CN(CC(=O)Nc1ccc(S(=O)(=O)N(C)C)cc1)CC2	i	0.4	-25%	-6%	-11%

No.	HEK293 NOD2/NF-kB	KOR beta-arrestin-1	KOR beta-arrestin-2	SIAH1 antagonists	HIV fusion peptide
1	11%	0%[20 µM]	-7.5%	12%	-1.2%
2	0%	-6%	0.6%	-6%	0.7%
3	9%	-8%	-2.1%	-4%	44%
4	16%	-33%	-0.5%	-5%	-0.8%
5	19%	20%	1.6%	3%	0.4%

Carrying on:
No.	Molecule	Myeloid diff 2	Myeloid diff 2 GFP+ MAC1+ %	NOD1 inhibition	LYP phosphatase	PhoP inhibition
16	CC(=O)c1cccc(NC(=S)N2CCN(c3ccccn3)CC2)c1	i	0.2	-24%	6%	-3%
17	CCOC(=O)N1CCN(c2c(NCc3ccccc3Cl)c(=O)c2=O)CC1	i	0.7	-3%	-3%	-7%
18	C#CCCOC(=O)N1C2=NC(C(=O)OC)=C(C(=O)OC)[C@@H]3N(CC=C)c4ccccc4[C@]23C[C@H]1C(=O)OC	i	0.2	-5%	0%	-3%
19	CC(=O)c1cccc(NC(=O)Nc2ccccc2)c1	i	0.6	-13%	-3%	5%
20	O=C(Nc1cccc(-c2cccc(Cl)c2)c1)C1CCN(CC2CCOC2)CC1 (stereo not given)	i	1.2	-27%	-12%	-6%
21	CCC(C)NC(=O)c1ccc2nc(-c3ccc(OC)c(OC)c3)c(-c3ccc(OC)c(OC)c3)nc2c1 (stereo not given)	i	0.3	-4%	-2%	-8%
22	Cc1cc(C)c(S(=O)(=O)c2ccc(Cl)cc2C)c(Cl)n1	i	0.2	-32%	-4%	1%
23	CC(C(=O)N1CC2(C)CC1CC(C)(C)C2)N1C(=O)c2ccccc2C1=O (stereo not given)	i	1.4	-9%	-2%	-5%
24	CN(C)S(=O)(=O)c1cccc(COC(=O)CN2C(=O)NC3(CCCC3)C2=O)c1	i	0.6	-21%	-14%	-7%
25	O=C(c1cc2nc(-c3ccccc3)cc(C(F)(F)F)n2n1)N1CCOCC1	i	0.8	-14%	-8%	-1%
26	CCC(=O)N1CCc2cc(S(=O)(=O)CCC(=O)NCc3ccc(OC)cc3)ccc21	i	3.9	-12%	-6%	-1%
27	CCc1ccc(Cn2nnc(C(=O)Nc3ccc(OC)cc3OC)c2N)cc1	i	1.3	-19%	-10%	6%
28	Clc1cccc(Cl)c1COc1ccccc1CNn1cnnc1	i	0.5	-8%	2%	-3%
29	CCO[C@H]1OC(C(=O)N2CCN(Cc3ccc4c(c3)OCO4)CC2)=C[C@@H](C2CC2)[C@@H]1CCCO	i	2.6	-2%	-4%	-7%
30	CCN(CC)CCCNC(=O)C1CCN(c2ncnc3c2sc2cccc(F)c23)CC1	i	0.2	-4%	-4%	-1%

No.	HEK293 NOD2/NF-kB	KOR beta-arrestin-1	KOR beta-arrestin-2	SIAH1 antagonists	HIV fusion peptide
16	-6%	-8%	-0.4%	-3%	0.9%
17	22%	8%	-2.3%	1%	0.9%
18	7%	4%	9.8%	1%	-0.8%
19	-11%	-10%	1.6%	4%	1.0%
20	8%	-25%	0.4%	-2%	-1.5%
21	20%	-50%	-4.1%	4%	0.4%
22	6%	-10%	1.4%	2%	-0.6%
23	-1%	23%	-1.6%	2%	1.3%
24	8%	6%	-3.4%	6%	-0.4%
25	3%	16%	-2.7%	2%	-2.9%
26	8%	-28%	6.1%	11%	1.0%
27	-4%	-18%	7.2%	1%	-1.6%
28	9%	13%	-2.2%	-1%	2.5%
29	13%	-21%	-0.7%	-1%	0.2%
30	20%	-2%	0.8%	10%	0.1%

Following part.
No.	Molecule	Myeloid diff 2	Myeloid diff 2 GFP+ MAC1+ %	NOD1 inhibition	LYP phosphatase	PhoP inhibition
31	CCCc1nn(C)c2c(=O)[nH]c(-c3cc(S(=O)(=O)Nc4ccc(NC(C)=O)cc4)ccc3OCC)nc12	i	0.5	-11%	-7%	-9%
32	Cc1cc(C)nc(S/C=C/C(=O)c2ccccc2F)n1	?	/	-4%	-2%	-4%
33	CCC(C)NS(=O)(=O)c1ccc(OCC(=O)Nc2ccc3c(c2)OCCO3)cc1 (stereo not given)	i	1.3	20%	-11%	13%
34	CCc1cc(C(=O)c2ccc(OC)cc2)c(NC(=O)CN2CCN(C)CC2)s1	i	0.1	4%	-4%	-7%
35	Cc1ccccc1CC(=O)NC1CCCc2ccccc21 (stereo not given)	i	0.8	58%	-4%	2%
36	C=CCN(C(=O)CNS(=O)(=O)c1ccccc1)C(C(=O)NCCOC)c1cccnc1 (stereo not given)	i	0.4	-23%	-12%	-5%
37	Cc1cccc(NC(=O)CSc2nnc(C)c(C)n2)c1	i	0.5	-32%	-5%	8%
38	Cc1csc2ncc(C(=O)NCc3ccccc3Cl)c(=O)n12	i	0.9	-24%	-3%	-7%
39	Cc1nn(-c2ccccc2)c(C)c1CCC(=O)O	i	0.4	-13%	-6%	7%
40	CC(C)(CN1CCCC1)NS(=O)(=O)c1ccccc1	i	2.2	-21%	0%	-4%
41	Cc1cccn2c(=O)c3cc(C(=O)NC4CCCC4)c(=N)n(CC4CCCO4)c3nc12 (stereo not given)	i	0.3	-50%	-57%	1%
42	COc1cccc(CN2CCN(C(=O)CCc3nnc(C4CCCCC4)o3)CC2=O)c1	i	0.2	-2%	-5%	-7%
43	O=C(O)c1ccccc1C(=O)NNC(=O)C(c1ccccc1)c1ccccc1	i	0.2	-13%	-6%	-5%
44	COc1ccc(-c2csc(-c3cccnc3)n2)cc1C	i	0.7	-32%	6%	-5%
45	CCCN1C2CCCC1CC(NC(=S)Nc1cccc(C)c1)C2 (stereo not given)	i	0.9	-24%	-1%	-11%

No.	HEK293 NOD2/NF-kB	KOR beta-arrestin-1	KOR beta-arrestin-2	SIAH1 antagonists	HIV fusion peptide
31	-2%	-12%	0.3%	4%	-0.2%
32	-42%	6%	2.0%	-2%	-0.2%
33	17%	-4%	0.7%	3%	-4.0%
34	29%	-34%	2.0%	4%	0.0%
35	12%	-20%	-0.4%	-4%	0.0%
36	11%	-12%	-3.7%	5%	-0.2%
37	-16%	-24%	1.6%	3%	0.1%
38	18%	15%	1.7%	6%	-0.5%
39	-20%	19%	1.6%	-3%	-0.9%
40	2%	-2%	-2.1%	0%	-1.0%
41	7%	2%	-5.3%	-3%	-0.9%
42	0%	-17%	2.0%	-3%	-0.4%
43	19%	-21%	0.1%	-2%	1.2%
44	-73%	-5%[20 µM]	/	0%	-0.3%
45	5%	-21%	3.4%	0%	0.8%

From PubChem BioAssay
